# MRP resist rev – compounds reversing MRP-mediated drug resistance | differential viability (reversal), % at 10 µM | H69AR cells + 2 uM doxorubicin, CellTiter-Glo, 72 h | 85,000 compounds, 0.04% hits | AID 602;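 active = viability drop by adding the cancer drug above about 55%, with treated viability meeting a 40% cutoff, limit read from the data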;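 also: viability without doxorubicin minus viability with 2 µM doxorubicin for each compound; larger differential means the compound sensitizes cells more to doxorubicin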
# Bcl-B displacement – displacers of TR3 peptide from Bcl-B, primary screen, selectivity assay for Bfl-1 inhibitor project, biochemical, fluorescence polarization. FP displacement of FITC-TR3 peptide from Bcl-B; higher % means a stronger effect. displacement, % at 20 µM; hits with a dose series show IC50 in µM. 96,000 compounds, 0.11% hits. AID 748;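 active = displacement above 50% at 20 µM plus a fluorescence interference ratio under 1.5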;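 also: plate controls were wells without compound for no effect and wells lacking Bcl-B protein for full effect; a part of the inactive calls stands beside numbers as strong as those of hits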
# NFkB transloc inh – blocks IL-1B driven NFkB nuclear translocation in HUVEC cells; inhibition, % at 2 µM; HUVEC IL-1B NFkB p65 nuclear translocation imaging; 94,000 compounds, 0.43% hits; AID 796;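 active = inhibition above about 30% together with a positive call from visual inspection of the well image, limit read from the data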;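 also: nuclear over cytoplasmic p65 intensity ratio measured by imaging; 0% = IL-1B stimulated DMSO wells and 100% = unstimulated DMSO wells; values of inactives mirror those of a sister screen read the other way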
# PLAP inhibitors HTS – PLAP enzyme inhibitors, biochemical, luminescence, HTS (AID 690); inhibition, % at 20 µM, or IC50 in µM where a hit was titrated; 96,000 compounds, 0.08% hits; purified PLAP, luminescent substrate; higher % means a stronger effect; in the data active = a potency from the dose series; inactive = the rest, 99 in 100 with inhibition below about 30%; also: strong numbers were not always called active
# NFkB transloc pot – enhances IL-1B driven NFkB nuclear translocation | HUVEC IL-1B NFkB p65 nuclear translocation imaging | activation, % at 2 µM | 94,000 compounds, 0.3% hits | AID 819;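 active = activation above 40%, about the mean plus 3 SD, also judged a hit on visual image review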;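 also: percent activation is computed from the nuclear over cytoplasmic p65 intensity ratio; values of inactives mirror those of a sister screen read the other way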
# MRP resist rev cytotoxicity – also measured in MRP resist rev; calls as there; viability, %; H69AR cells, CellTiter-Glo, 72 h; measured here: cytotoxicity without doxorubicin
# MRP resist rev with doxorubicin – also measured in MRP resist rev; calls as there; viability, %; measured here: viability with 2 uM doxorubicin; hits give low values
# NFkB transloc inh cell count 2 µM – further read-out of NFkB transloc inh, marked with its call; cell count; measured here: cells passing quality filter;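 raw number of nuclei counted in each imaged well without normalization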
# NFkB transloc pot cell count 2 µM – also measured in NFkB transloc pot; calls as there; cell count; measured here: cells passing quality filter
# Numbers without * were called inactive; / = not tested or not shown.
SMILES,MRP resist rev,MRP resist rev cytotoxicity,MRP resist rev with doxorubicin,Bcl-B displacement,NFkB transloc inh,NFkB transloc inh cell count 2 µM,PLAP inhibitors HTS,NFkB transloc pot,NFkB transloc pot cell count 2 µM
COc1ccc(CCN(C)C(=O)C2CCCN(Cc3ccc(OC)c(OC)c3)C2)cc1OC (configuration not stated),-7.0,82.5,89.5,-7.4%,13.7,98,-35.9%,-13.7,98
CCOC(=O)c1ccccc1NC(=O)CN1C(=O)CCS(=O)(=O)c2ccccc21,7.6,75.0,67.4,/,-7.3,124,/,7.3,124
Cc1ccc(C(=O)C[n+]2cc(-c3ccc(C)cc3)n3c2CCCCC3)cc1,/,/,/,2.6%,-8.2,108,-16.8%,8.2,108
CC(=O)Nc1ccc(NC(=O)CSc2nnc(-c3ccco3)n2Cc2ccco2)cc1,-15.8,11.5,27.3,1.6%,2.3,184,12.1%,-2.3,184
CCOC(=O)c1sc(NC(=O)c2ccc(C)s2)cc1C,-18.0,43.6,61.7,-4.1%,-0.6,160,10.8%,0.6,160
Cc1sc2nc(CN(CCc3ccccc3)C(=O)c3ccco3)[nH]c(=O)c2c1C,-6.5,70.2,76.8,-9.4%,/,/,-6.8%,/,/
COc1ccc(CCN(Cc2cc3cccc(C)c3[nH]c2=O)C(=O)NC2CCCCC2)cc1OC,17.9,106.2,88.2,-2.2%,4.1,162,-75.2%,-4.1,162
CCCOc1ccc(CSc2nc3ccccc3[nH]2)cc1,/,/,/,-1.1%,8.6,171,-3.3%,-8.6,171
Cc1ccc2[nH]c3c(c2c1)CN(C(=O)CN1CCN(c2ccccc2F)CC1)CC3,-9.4,75.5,84.9,18.7%,-13.0,183,-41.3%,13.0,183
O=C(c1cccc(F)c1F)N1CCCC1,3.9,109.5,105.6,/,1.4,90,/,-1.4,90
COCCSc1nnc(-c2cccc(C#N)c2)n1C,7.5,99.6,92.1,-1.9%,7.2,69,12.1%,-7.2,69
C/C(N)=C(\C#N)C(=O)NCc1ccccn1,-10.7,98.5,109.1,-7.0%,-0.7,116,3.0%,0.7,116
O=C(O)/C(=C1/OC(=O)c2ccccc21)c1ccccc1,-18.1,79.5,97.5,19.2%,4.1,134,34.1%,-4.1,134
Cc1cc(C)c2c(c1)c(C)cc1nnc(SCC(=O)c3cccs3)n12,/,/,/,-9.9%,-0.3,123,-2.1%,0.3,123
COC(C(=O)Nc1ccccc1F)c1ccccc1 (configuration not stated),0.5,93.2,92.7,-5.0%,-6.3,77,-6.0%,6.3,77
CC(=O)N1CCN(C(=O)Cn2c(=O)oc3ccccc32)CC1,7.6,96.2,88.6,6.8%,-6.4,142,4.0%,6.4,142
COc1ccc(-c2nnc(SCC(=O)N3CCOCC3)o2)cc1,-3.5,85.8,89.3,10.2%,-5.7,164,5.7%,5.7,164
Cc1nn(-c2ccccc2)c2sc(C(=O)n3cccn3)cc12,-10.7,38.2,48.9,-3.4%,/,/,11.4%,/,/
c1ccc(-c2ccnc3nc(-n4cccc4)nn23)cc1,/,/,/,-1.2%,-1.9,128,-1.2%,1.9,128
CN(CC(=O)O)S(=O)(=O)c1cc(Cl)ccc1Cl,7.3,95.7,88.3,-12.4%,-19.5,137,15.6%,19.5,137
Cc1ccc(SC(C)C(=O)Nc2ccc(S(=O)(=O)N3CCOCC3)cc2)cc1 (configuration not stated),3.8,83.2,79.3,-17.7%,/,/,-21.8%,/,/
CCOC(=O)c1ccc(NC(=O)c2ccccc2)cc1,-1.4,94.7,96.1,0.4%,3.0,151,-1.9%,-3.0,151
Clc1ccc(CSc2nnc(-c3ccc4c(c3)OCO4)o2)cc1,-5.1,87.4,92.5,-0.5%,-15.6,81,25.7%,15.6,81
CCOC(=O)c1oc2ccc(S(=O)(=O)n3nc(-c4ccc(OC)cc4)cc3N)cc2c1C,-54.1,26.7,80.8,-1.8%,/,/,-32.4%,/,/
O=C(NCc1cccc(F)c1)c1noc2c1CCCC2,-26.6,39.8,66.4,2.0%,/,/,-8.7%,/,/
Cn1c(C(C#N)C(=O)c2ccco2)nc2ccccc21 (configuration not stated),-11.6,32.6,44.2,13.4%,/,/,-0.4%,/,/
Cc1cc(C(=O)CSc2nnc(C3COc4ccccc4O3)n2C)c(C)n1-c1ccc(F)cc1 (configuration not stated),1.5,92.5,90.9,-8.7%,-10.0,181,-21.6%,10.0,181
COC(=O)c1ccc2c(=O)n(CC3CCCO3)c(SCC(=O)Nc3ccccc3OC)nc2c1 (configuration not stated),0.1,83.3,83.2,-14.5%,5.5,123,-0.3%,-5.5,123
Nc1ccc2nc3n(c(=O)c2c1)CCC3,-2.7,99.0,101.8,19.4%,10.9,176,8.1%,-10.9,176
CS(=O)(=O)N(CCc1ccccc1)CC(=O)Nc1ccc(OCc2ccccc2)cc1,/,/,/,-10.6%,-9.1,105,17.3%,9.1,105
O=C(NCCC1=CCCCC1)C1CCN(C(=O)c2ccc(Cl)cc2)CC1,/,/,/,-31.8%,3.0,152,-49.9%,-3.0,152
COC(=O)c1ccccc1NC(=O)CN(C)S(=O)(=O)c1ccc(OC)c(C)c1,11.6,78.4,66.8,-9.6%,23.2,125,4.0%,-23.2,125
CCSCCOC(=O)C1=C(C)NC(=O)NC1c1ccccc1 (configuration not stated),0.2,85.0,84.8,-8.8%,0.2,109,25.3%,-0.2,109
O=C(CSc1nn(-c2ccc(F)cc2)c(=S)s1)NC(=O)NCc1ccco1,-6.9,76.4,83.3,-7.6%,-2.9,161,-28.8%,2.9,161
N/C(=N\O)c1ccc(NC(=O)c2cccs2)cc1,19.8,82.7,62.9,4.5%,/,/,15.1%,/,/
COc1ccc(Nc2ncnc3c2cnn3Cc2ccccc2)cc1,0.4,82.9,82.5,9.5%,15.4,98,16.7%,-15.4,98
Nc1nc2n(n1)C(c1cccs1)CC(c1ccc(F)cc1)N2 (configuration not stated),-9.2,98.5,107.7,-0.3%,4.8,176,15.0%,-4.8,176
COC(=O)COc1ccc(S(=O)(=O)NCc2ccco2)cc1,4.6,106.8,102.2,-3.6%,23.9,62,5.9%,-23.9,62
C[n+]1c2n(c3ccccc31)N=C(c1ccc(Cl)cc1)CS2,/,/,/,5.9%,-0.9,126,-14.0%,0.9,126
Cc1cc(C)c2[nH]c(=O)c(C(c3nnnn3C3CCCC3)N3CCOCC3)cc2c1 (configuration not stated),2.6,86.4,83.9,-7.7%,/,/,-23.2%,/,/
NS(=O)(=O)c1ccc(CCNC(=O)CCC2COc3ccccc3O2)cc1 (configuration not stated),-1.7,88.8,90.5,/,-3.5,79,/,3.5,79
CCOC(=O)N1CCN(C(=O)CN(C2CCCCC2)S(=O)(=O)c2ccc(C)cc2)CC1,24.7,94.0,69.3,-9.2%,-21.3,114,-60.3%,21.3,114
CCOC(=O)CSc1nc2cc(C)cc(C)c2cc1C#N,3.0,72.9,69.9,3.7%,-16.0,112,5.9%,16.0,112
Cc1cc2cc(CNC(=O)NC3CCCCC3)ccc2n1C,0.9,89.5,88.5,-2.5%,-16.1,172,-20.5%,16.1,172
COc1ccc(OCCCC(=O)Nc2nncs2)cc1,7.9,97.8,89.9,/,6.2,165,/,-6.2,165

# The last 2 compounds of the section before come first, to join the parts:
SMILES,MRP resist rev,MRP resist rev cytotoxicity,MRP resist rev with doxorubicin,Bcl-B displacement,NFkB transloc inh,NFkB transloc inh cell count 2 µM,PLAP inhibitors HTS,NFkB transloc pot,NFkB transloc pot cell count 2 µM
Cc1cc2cc(CNC(=O)NC3CCCCC3)ccc2n1C,0.9,89.5,88.5,-2.5%,-16.1,172,-20.5%,16.1,172
COc1ccc(OCCCC(=O)Nc2nncs2)cc1,7.9,97.8,89.9,/,6.2,165,/,-6.2,165
O=C(Nc1ccccc1C(F)(F)F)N1CCC(n2c(=O)[nH]c3ccccc32)CC1,/,/,/,/,-17.8,119,/,17.8,119
CCN1C2=C(C(=O)CCC2)C(c2ccc(O)c(Br)c2)C2=C1CCCC2=O,-10.6,92.4,102.9,30.4%,-6.8,190,5.7%,6.8,190
Cc1cc(C)n2nc(CC(=O)NC3CCCCCC3)nc2n1,-22.2,76.0,98.2,23.5%,-10.4,87,-12.0%,10.4,87
CC1Cc2ccccc2N1C(=O)CSc1nc(N)cc(=O)[nH]1 (configuration not stated),/,/,/,-1.6%,-6.7,155,2.6%,6.7,155
CC(C)[C@@H]1CC[C@@H](C)c2c(-c3ccccc3)n[nH]c21,/,/,/,9.4%,0.8,64,18.1%,-0.8,64
COc1cc(/C=C/c2c([N+](=O)[O-])c(=O)n(C)c(=O)n2C)cc(OC)c1OC,-8.1,64.0,72.0,-3.5%,-1.5,143,16.4%,1.5,143
COc1ccc(CC(=O)NCc2ccc3c(c2)OCO3)cc1,-2.9,94.9,97.8,-7.5%,-2.0,153,24.7%,2.0,153
O=C1Nc2ccc(S(=O)(=O)N3CCOCC3)c3cccc1c23,9.1,80.9,71.8,-5.6%,-9.3,108,-1.6%,9.3,108
Cc1cccc(OCCCC(=O)Nc2ccc(S(=O)(=O)Nc3onc(C)c3C)cc2)c1C,-60.5,43.4,103.9,1.1%,15.1,117,7.3%,-15.1,117
CCCCn1nc2cc(C(=O)NC[C@@H]3CCCO3)ccc2c1OCC,/,/,/,-14.8%,-1.8,114,-0.1%,1.8,114
CSc1nc(N)nc(SCC(=O)OC(C)C)c1C#N,-17.3,51.3,68.6,6.2%,-25.1,108,16.1%,25.1,108
Cc1cccc(NC(=O)CCCN2C(=O)c3cccc4cccc(c34)C2=O)c1,/,/,/,1.7%,14.1,122,2.6%,-14.1,122
CCCOc1ccc(-c2nn(-c3ccccc3)cc2/C=C2\SC(=S)N(C3CCS(=O)(=O)C3)C2=O)cc1 (configuration not stated),7.1,85.2,78.0,1.7%,-5.9,143,9.9%,5.9,143
CCOc1ccc(-c2nn[nH]n2)cc1,-6.7,95.0,101.7,-1.2%,0.8,151,-8.5%,-0.8,151
Cc1nc(NCCc2cnc[nH]2)c2oc3ccccc3c2n1,-3.9,93.4,97.3,-5.9%,4.7,119,/,-4.7,119
CCOc1cc(N2CCOCC2)c(OCC)cc1NC(=O)Cc1cccc(OC)c1,-4.3,85.9,90.2,-17.4%,0.1,148,-46.1%,-0.1,148
O=C(Nc1nnc(-c2ccccc2SCc2ccccc2)s1)Nc1ccccc1F,/,/,/,-13.7%,1.1,172,7.8%,-1.1,172
CCN(c1cccc(C)c1)c1ncnc2nc[nH]c12,2.7,85.5,82.9,-22.5%,/,/,-53.6%,/,/
COc1ccc(C(=O)Nc2cccc(C(=O)N3CCCC3)c2)cc1,-1.4,98.4,99.8,-1.3%,-10.3,144,3.0%,10.3,144

# For reference, 5 of the compounds above.
SMILES,MRP resist rev,MRP resist rev cytotoxicity,MRP resist rev with doxorubicin,Bcl-B displacement,NFkB transloc inh,NFkB transloc inh cell count 2 µM,PLAP inhibitors HTS,NFkB transloc pot,NFkB transloc pot cell count 2 µM
Cc1cccc(NC(=O)CCCN2C(=O)c3cccc4cccc(c34)C2=O)c1,/,/,/,1.7%,14.1,122,2.6%,-14.1,122
CCCOc1ccc(-c2nn(-c3ccccc3)cc2/C=C2\SC(=S)N(C3CCS(=O)(=O)C3)C2=O)cc1 (configuration not stated),7.1,85.2,78.0,1.7%,-5.9,143,9.9%,5.9,143
CCOc1ccc(-c2nn[nH]n2)cc1,-6.7,95.0,101.7,-1.2%,0.8,151,-8.5%,-0.8,151
Cc1nc(NCCc2cnc[nH]2)c2oc3ccccc3c2n1,-3.9,93.4,97.3,-5.9%,4.7,119,/,-4.7,119
CCOc1cc(N2CCOCC2)c(OCC)cc1NC(=O)Cc1cccc(OC)c1,-4.3,85.9,90.2,-17.4%,0.1,148,-46.1%,-0.1,148

# Source: PubChem BioAssay

# This is a subset; the hit share may differ from the screen's.
